PI4K2A inh – qHTS for small molecular inhibitors of PI4K2A; Phosphatidylinositol 4-kinase type 2-alpha (Homo sapiens), Q9BTU6; purified PI4K2A, ADP-Glo luminescence, 1 h; hits give low values; activity change, negative = inhibition, % at 76.9 µM; actives 0.13% (n = 420,000); AID 1346378, 2018; in the data active = activity change below about -50%; inconclusive = mostly about -30% to -49%;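 also: -100% = wells without enzyme as full effect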
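Compounds are screened against recombinant PI4K2A using PI as substrate and ATP, the latter dispensed at 300 microM. Reactions run one hour at ambient temperature before ADP-Glo detection; full inhibition defined by wells lacking enzyme.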
BAZ2B block – qHTS Assay for Inhibitors of BAZ2B; Bromodomain adjacent to zinc finger domain protein 2B (Homo sapiens), Q9UIF8; AID 504333, 2011; Potency, µM (highest dose often 114 µM), for the others: top-dose activity change, negative = inhibition, usual class: inhibitors; actives 4.4% (n = 360,000); AlphaScreen BAZ2B-H3K14Ac peptide displacement; also: potency is read from the fitted curve at half-maximal effect; % is scaled to controls: 0 for no effect and ±100 for the full control effect; nearly all actives have a fitted effect of over 60% in size
Target sequence (Q9UIF8 whole entry, looked up, the tested form may be a part): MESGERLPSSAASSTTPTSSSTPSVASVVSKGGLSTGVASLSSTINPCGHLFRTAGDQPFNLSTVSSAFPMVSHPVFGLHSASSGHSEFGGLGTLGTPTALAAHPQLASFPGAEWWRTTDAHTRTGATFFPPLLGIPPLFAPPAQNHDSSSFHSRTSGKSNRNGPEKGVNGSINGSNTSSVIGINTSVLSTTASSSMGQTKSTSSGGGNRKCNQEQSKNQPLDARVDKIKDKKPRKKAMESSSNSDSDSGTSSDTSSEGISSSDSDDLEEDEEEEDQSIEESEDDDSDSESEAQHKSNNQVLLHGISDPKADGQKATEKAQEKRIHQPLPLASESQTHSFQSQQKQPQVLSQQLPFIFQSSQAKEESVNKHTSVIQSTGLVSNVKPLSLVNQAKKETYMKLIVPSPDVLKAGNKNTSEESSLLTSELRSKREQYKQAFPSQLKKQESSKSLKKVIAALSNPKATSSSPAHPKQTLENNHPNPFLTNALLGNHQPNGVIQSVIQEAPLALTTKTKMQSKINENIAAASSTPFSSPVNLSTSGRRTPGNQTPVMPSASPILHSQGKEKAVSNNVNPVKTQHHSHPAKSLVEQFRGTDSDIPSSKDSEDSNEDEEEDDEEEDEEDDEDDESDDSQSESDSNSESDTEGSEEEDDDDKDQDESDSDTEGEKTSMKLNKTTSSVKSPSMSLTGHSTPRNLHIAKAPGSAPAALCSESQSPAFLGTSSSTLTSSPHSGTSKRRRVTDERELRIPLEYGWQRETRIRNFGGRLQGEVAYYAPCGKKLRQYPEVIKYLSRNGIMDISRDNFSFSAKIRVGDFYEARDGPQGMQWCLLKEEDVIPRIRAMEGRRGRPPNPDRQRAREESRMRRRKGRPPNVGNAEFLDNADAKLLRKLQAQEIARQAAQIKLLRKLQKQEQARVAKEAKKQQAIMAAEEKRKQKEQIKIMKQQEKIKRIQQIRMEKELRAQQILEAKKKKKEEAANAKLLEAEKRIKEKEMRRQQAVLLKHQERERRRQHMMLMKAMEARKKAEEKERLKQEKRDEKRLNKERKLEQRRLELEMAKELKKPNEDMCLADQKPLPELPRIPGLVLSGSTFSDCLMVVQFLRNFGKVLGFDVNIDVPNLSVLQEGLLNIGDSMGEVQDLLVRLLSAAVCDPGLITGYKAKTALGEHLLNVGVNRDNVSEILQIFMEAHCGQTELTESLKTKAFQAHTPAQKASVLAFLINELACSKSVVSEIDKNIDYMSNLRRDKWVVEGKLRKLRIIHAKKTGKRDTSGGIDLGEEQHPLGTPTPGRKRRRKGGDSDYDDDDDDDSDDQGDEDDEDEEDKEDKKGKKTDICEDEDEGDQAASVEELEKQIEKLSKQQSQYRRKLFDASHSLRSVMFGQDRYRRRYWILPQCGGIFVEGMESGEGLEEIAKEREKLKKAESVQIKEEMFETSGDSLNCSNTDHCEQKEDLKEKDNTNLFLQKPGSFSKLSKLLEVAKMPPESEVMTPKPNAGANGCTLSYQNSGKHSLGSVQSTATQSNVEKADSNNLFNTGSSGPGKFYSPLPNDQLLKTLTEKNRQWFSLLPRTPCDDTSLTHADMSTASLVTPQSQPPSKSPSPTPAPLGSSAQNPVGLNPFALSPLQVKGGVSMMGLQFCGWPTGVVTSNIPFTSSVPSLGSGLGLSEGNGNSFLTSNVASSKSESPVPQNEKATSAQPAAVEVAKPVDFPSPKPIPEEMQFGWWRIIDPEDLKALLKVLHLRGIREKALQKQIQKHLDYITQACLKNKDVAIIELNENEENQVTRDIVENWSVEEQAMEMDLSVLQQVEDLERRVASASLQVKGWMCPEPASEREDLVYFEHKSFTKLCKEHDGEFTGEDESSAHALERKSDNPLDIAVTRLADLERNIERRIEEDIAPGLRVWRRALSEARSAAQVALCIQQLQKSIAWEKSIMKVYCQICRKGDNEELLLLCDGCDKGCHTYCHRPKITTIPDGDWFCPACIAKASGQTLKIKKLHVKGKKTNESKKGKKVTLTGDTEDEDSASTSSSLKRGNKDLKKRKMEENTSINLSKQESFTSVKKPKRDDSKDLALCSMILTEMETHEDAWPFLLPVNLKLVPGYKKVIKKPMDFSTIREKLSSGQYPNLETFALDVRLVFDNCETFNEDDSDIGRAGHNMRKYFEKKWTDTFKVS
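Compounds, titrated to a top concentration of 110 uM, were incubated 30 min at room temperature with preformed BAZ2B/acetyl-K14 H3 peptide complex (50 nM each). Proximity signal was measured by AlphaScreen after 20 min with beads.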
Pol eta inh – qHTS for Inhibitors of Polymerase Eta | AID 588591, 2011 | Potency, µM (highest dose often 114 µM), inactives show at the highest dose activity change, negative = inhibition, usual class: inhibitors | DNA polymerase eta (Homo sapiens), Q9Y253 | recombinant Pol eta, fluorescent DNA replication assay | actives 1.2% (n = 390,000); also: potency is read from the fitted curve at half-maximal effect; % is scaled to controls: 0 for no effect and ±100 for the full control effect
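Fluorescent replication assay: 50 nM final substrate added after a 15 min room-temperature compound preincubation with 10 nM enzyme. Signal taken at 0 min and again at 10 min.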
HP1b binding inh – HTS for Inhibitors of HP1-beta Chromodomain Interactions with Methylated Histone Tails. Chromobox protein homolog 1 (Homo sapiens), P83916. AlphaScreen HP1-beta / biotin-H3K9me3 peptide binding. Potency, µM (series often up to 114 µM), without a hit: at the highest dose activity change, negative = inhibition, hits mostly inhibitors. actives 0.56% (n = 390,000). AID 540317, 2011; also: potency is read from the fitted curve at half-maximal effect; nearly all actives have a fitted effect of over 70% in size; inactives centre near 23
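Compound inhibition of the preformed complex between 50 nM HP1-beta and 50 nM biotinylated H3K9me3 peptide was read by AlphaScreen. Buffer was PBS pH 7.4 with 0.01% Tween-20. Incubations ran 30 min at room temperature, with 10 ug/mL donor/acceptor beads.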
PGK inhibitor – qHTS Assay to Find Inhibitors of Phosphoglycerate Kinase. PGK/GAPDH coupled, Kinase-Glo luminescence, 60 min. Potency, µM (titrated, usually from 57.5 µM), inactives show at the top dose activity change, negative = inhibition, hits mostly inhibitors. actives 0.043% (n = 380,000); also: potency is read from the fitted curve at half-maximal effect; % is scaled to controls: 0 for no effect and ±100 for the full control effect; nearly all actives have a fitted effect of over 60% in size
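Recombinant glycosomal PGK reaction used 1,3-bisphosphoglycerate generated in-well by GAPDH (100nM final) in 100mM TEA pH 7.6, 5mM MgCl2, 0.01% Tween-20. After 60 minutes at room temperature, ATP was read by Kinase-Glo Plus luminescence end-point.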
Pin1 inh – qHTS Assay to Find Inhibitors of Pin1; Potency, µM (top dose mostly 115 µM), without a hit: top-dose activity, negative = inhibition, usual class: inhibitors; Peptidyl-prolyl cis-trans isomerase NIMA-interacting 1 (Homo sapiens), Q13526; actives 0.009% (n = 390,000); Pin1 FP peptide displacement, HiFluor488, 10 min; active = well fitted inhibition curve with a large enough effect in the polarisation, with a control signal flat, not every such curve was filed as active; inconclusive = small, poorly fitted or top-dose-only effect, or effect the other way, or a change in a side signal; inactive = no such curve, though single readings can be large or run the other way; the % refers to the polarisation; also: potency is read from the fitted curve at half-maximal effect; % is scaled to controls: 0 for no effect and ±100 for the full control effect
JMJD2A Tudor – qHTS Assay for Inhibitors of JMJD2A-Tudor Domain; Lysine-specific demethylase 4A (Homo sapiens), O75164; AlphaScreen JMJD2A-Tudor / H3K4me3 peptide binding; Potency, µM (series often up to 114 µM), without a hit: at the highest dose activity change, negative = inhibition, usual class: inhibitors; actives 4.4% (n = 390,000); also: potency is read from the fitted curve at half-maximal effect; % is scaled to controls: 0 for no effect and ±100 for the full control effect; nearly all actives have a fitted effect of over 50% in size
G9a block – qHTS Assay for Inhibitors of Histone Lysine Methyltransferase G9a; Histone-lysine N-methyltransferase EHMT2 (Homo sapiens), Q96KQ7; G9a H3K9 monomethylation, AlphaScreen, 2 h; Potency, µM (titrated, usually from 102 µM), inactives show at the top dose activity, negative = inhibition, hits mostly inhibitors; actives 8.8% (n = 350,000); AID 504332, 2011; also: potency is read from the fitted curve at half-maximal effect; % is scaled to controls: 0 for no effect and ±100 for the full control effect; nearly all actives have a fitted effect of over 75% in size
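Signal arises when biotinylated H3K9 peptide, once monomethylated, bridges streptavidin donor and antibody-captured acceptor beads. Enzyme at 20 nM was preincubated 15 min with test compounds; peptide 500 nM and SAM 20 uM then reacted for 2 h.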
GLS inh – qHTS for Inhibitors of Glutaminase (GLS); actives 0.21% (n = 410,000); AID 624170, 2012; GLS enzymatic activity, qHTS titration; Potency, µM (top dose mostly 45.5 µM), inactives show at the highest dose activity change, negative = inhibition, usual class: inhibitors; Glutaminase kidney isoform, mitochondrial (Homo sapiens), O94925; also: potency is read from the fitted curve at half-maximal effect; % is scaled to controls: 0 for no effect and ±100 for the full control effect
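Compounds were pin-transferred onto hKGA, after which L-glutamine (1 mM solution) and a detection mix of glutamate oxidase, HRP and Amplex Red were added. Initial and 30 min RT fluorescence reads were collected.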
* hit, by the source's call; i = inactive; ? = inconclusive; nt = not tested or not shown; [ ] = dose if it differs, or a comment. Unless noted, calls follow the shape of the dose curve; as a rule, active = well fitted curve in the direction sought with a large enough effect; inconclusive = small, poorly fitted or top-dose-only effect, or another doubt; inactive = no such curve, though single readings can be large; an effect the other way counts as inactive or inconclusive. This is a subset; count on the stated rates, not on these rows.

SMILES	PI4K2A inh	BAZ2B block	Pol eta inh	HP1b binding inh	PGK inhibitor	Pin1 inh	JMJD2A Tudor	G9a block	GLS inh
COc1cc(C2NC(=O)c3c(sc4c3CCN(C)C4)N2)cc(OC)c1OC (stereo not given)	1	-13%	-17%	21%	10%	?	-10%	?	2%
CCCCNc1ncnc2sc3c(c12)CCN(CCC)C3	-7	-7%	-10%	16%	-6%	8%	-21%	-8%[12.7 µM]	-2%
Cc1cc(C)n(-c2ccc(C(=O)OCC(=O)NC(c3ccccc3)c3ccccc3)cc2)n1	-1	-14%	-16%	36%[activator]	i	3%	-14%	3%[59 µM]	-3%
N#Cc1cn(CC(=O)O)c2ccccc12	2	?	-4%	15%	7%	0%	-31%	-41%	3%
CC1=CN2C(=NC(=O)CC2(C)C(=O)N(CC(=O)NC2CCCC2)c2cc(C)cc(C)c2)C=C1 (stereo not given)	-1	-2%	-23%	42%[activator]	i	-2%	-12%	-11%[12.7 µM]	-7%
CCCN(CC(=O)Nc1ccccc1OC)C(=O)c1cnc(Cl)c(Cl)c1	-1	-1%	-3%	17%	-9%	-1%	-1%	12%	-5%
COc1ccc(NC(=O)CCOc2ccccc2F)cc1S(=O)(=O)N1CCCCC1	-2	nt	-22%	18%[57 µM]	-4%	6%	-9%	nt	3%
O=C(NCc1ccco1)c1cc([N+](=O)[O-])ccc1Cl	-1	-12%	-23%	33%	3%	6%	9%	nt	?
COc1ccc(/C=C(\NC(=O)c2ccco2)C(=O)NCc2ccco2)cc1	1	-9%	-6%	15%	-9%	-7%	-15%	5%	-4%
C=CCN1C(=O)C(CC(=O)Nc2ccccc2)N(Cc2ccccn2)C1=S (stereo not given)	-6	-12%	-11%	38%	-5%	0%	-14%	25%[59 µM]	-9%
Cc1ccc(S(=O)(=O)CC(c2ccccc2)N2CCOCC2)cc1 (stereo not given)	2	4%	10%	9%	-8%	8%	-9%	11%[59 µM]	-2%
OC1(c2ccccc2)CCN(Cc2ccccc2)C2CCCCC21 (stereo not given)	-3	-1%	-17%	30%	i	-1%	-19%	4%[59 µM]	-6%
CC(C)Nc1nc(NC(C)(C)C)nc(Oc2ccc(=O)n(C)n2)n1	-4	-8%	-8%	46%[activator]	-8%	3%	-1%	-7%[12.7 µM]	-19%
COc1ccc(N(Cc2cccs2)C(=O)Nc2cccc(Cl)c2)cc1	2	29%	-14%	90%[activator]	13%	15%	20%	14%[59 µM]	5%
Cc1ccc(NC(=O)[C@H](CC(C)C)NC(=O)[C@@H]2Cc3ccccc3CN2)cc1	-28	?	-20%	15%	-1%	-5%	-24%	32µM*	2%

Part of the list above, limited to PI4K2A inh.
Compound	PI4K2A inh
COc1ccc(N(Cc2cccs2)C(=O)Nc2cccc(Cl)c2)cc1	2
Cc1ccc(NC(=O)[C@H](CC(C)C)NC(=O)[C@@H]2Cc3ccccc3CN2)cc1	-28

Further entries
SMILES	PI4K2A inh	BAZ2B block	Pol eta inh	HP1b binding inh	PGK inhibitor	Pin1 inh	JMJD2A Tudor	G9a block	GLS inh
Cc1cc(OCC(O)CN2CCc3ccccc3C2)ccc1Cl (stereo not given)	-6	-6%	-21%	32%	-8%	-7%	-19%	13%	3%
Cc1ccc(C(=O)CSc2ccc(-c3cccnc3)nn2)cc1	-4	-1%	-10%	44%[activator]	-6%	12%	-22%	-4%	-1%
COc1cc(SC#N)ccc1N=Cc1c(C)[nH]n(-c2ccc(C)cc2C)c1=O	-54*	-38%	-3%	7%	-7%	19%	-28%	13µM*	11%
CC(CCc1ccccc1)NC(=O)CSc1n[nH]c(-c2ccc(F)cc2)n1 (stereo not given)	-1	1%	-21%	32%[57 µM]	-7%	?	0%	-2%[59 µM]	5%
CCOC(=O)c1ccc2[nH]c3c(c2c1)CN(C)CC3	3	-2%	-9%	18%	-1%	6%	-20%	-12%[59 µM]	-4%
COc1ccc(-c2cc(C(=O)NC(C(=O)O)C(C)C)c(C)o2)cc1OC (stereo not given)	-1	nt	-2%	27%	2%	6%	-12%	?	5%
Cc1ccc(NC(=O)CCn2cccc2)cc1F	0	?	-2%	-14%	-1%	-6%	-34%	-21%	-2%
Cc1ccc(N(CC(=O)NCCSc2nc3ccccc3s2)S(=O)(=O)c2ccccc2)c(C)c1	-4	-24%	-17%	41%	6%	20%	-19%	?	10%
Cc1ccc(CNC(=O)Nc2ccc(OC(F)(F)F)cc2)n1C	-7	?	-9%	-3%	0%	8%	-35%	50µM*	?
COc1cccc(-c2cccc(NC(=O)C3CCN(CCCn4cccn4)CC3)c2)c1	-7	nt	-12%	nt	i	nt	nt	nt	-1%
Cc1cc(C)cc(NC(=O)c2ccc(CSc3nnc(C)s3)cc2)c1	-14	-34%	0%	13%	-10%	1%	-12%	47%[0.501 µM]	7%
C=CCn1c(SCC2CCCCO2)nc2sc(CC)cc2c1=O (stereo not given)	2	33%	-18%	57%	4%	1%	-4%[11.4 µM]	0%[59 µM]	7%
O=C1C(Nc2ccccc2)=CC(c2ccc(O)cc2)N1c1ccccc1 (stereo not given)	-4	?	29%	65%[activator]	-1%	-2%	-8%[11.4 µM]	nt	7%
Nc1nonc1-n1nnc(C(=O)N/N=C/c2ccc(Cl)cc2)c1-c1ccc2c(c1)OCO2	2	-15%	-5%	36%	i	0%	-11%	11%[0.0925 µM]	-8%
O=C(CSc1nnc(-c2ccncc2)n1-c1ccccc1)Nc1ccc(Br)cc1	-4	3%	-13%	4%	-1%	-2%	11%	-7%[59 µM]	2%
O=c1ncn(-c2cccc(Cl)c2)c2ccccc12	-3	nt	-8%	12%	-4%	-5%	-5%	nt	3%
CC1(C(=O)CSc2nc3ccccc3s2)CCC(=O)O1 (stereo not given)	-16	?	-7%	37%	-1%	?	40µM*	2%[12.7 µM]	0%
CCOC(=O)c1c(NC(=O)COC(=O)c2nccnc2N)sc(C(=O)N(C)C)c1C	0	8%	4%	32%	6%	5%	-3%	5%[12.7 µM]	3%
COc1ccc(CCNC(=O)C2CCN(Cc3nc(-c4ccccc4F)oc3C)CC2)cc1OC	-3	?	0%	12%	-6%	5%	-16%	-13%[59 µM]	6%
CCc1ccccc1OCC(=O)Nc1ccc(S(N)(=O)=O)cc1	-1	-3%	9%	15%	-1%	-6%	-19%	-33%[12.7 µM]	5%
Cc1nc2scc(-c3ccc(C(C)C)cc3)c2c(=O)n1N	-1	0%	6%	12%	6%	0%	-11%	-5%	24%
Cn1c(=O)c(=O)n(C)c2cc(S(=O)(=O)NCCOc3ccccc3Cl)ccc21	3	12%	-11%	23%	4%	-6%	-15%	8%	0%
COc1ccc(-n2cnc3ccccc32)cc1	-2	5%	-4%	20%	-8%[11.5 µM]	0%	-5%	-2%	2%
CCOC(=O)N1CCC(NC(=O)c2ccc(CS(=O)c3ccc(Cl)cc3)o2)CC1 (stereo not given)	7	0%	1%	25%	i	-7%	-15%	-10%	-8%
COc1ccccc1C(CNC(=O)C1COc2ccccc2O1)N1CCCC1 (stereo not given)	-6	-5%	-9%	28%	-7%	3%	-3%	-1%[12.7 µM]	11%
Cc1ccc(NS(=O)(=O)c2ccccc2)c(NS(=O)(=O)c2ccccc2)c1	0	nt	-1%	6%[57 µM]	-7%	-1%	-26%	nt	21%
COc1ccc(CN2C(=O)CNC2=S)cc1	-1	-20%	-11%	48%[activator]	i	-1%	-4%	9%	4%
CC1(C2CCC3(C)OC3C2)CO1 (stereo not given)	1	nt	-11%	27%	-4%	0%	-10%	nt	5%
COc1ccc(-c2noc3c2-c2nc(-c4ccc(Br)cc4)sc2CC3)cc1	2	nt	-11%	-12%	1%	-1%	-17%	nt	-1%
CC(=O)N1CCc2c(sc3c2c(=O)n(-c2ccccc2C)c(=O)n3Cc2cccc(F)c2)C1	-1	-13%	-12%	14%	9%	7%	-20%	-6%[59 µM]	1%
Cc1sc2ncnc(N3CCC(C(=O)Nc4nc(-c5cccs5)cs4)CC3)c2c1C	7	-12%	-19%	28%	-8%	2%	-8%	-2%[0.501 µM]	-3%
CCOCCCn1c(SCC(=O)Nc2ccc(C)cc2)nc2ccccc2c1=O	-12	7%	-14%	1%	-3%	4%	-10%	10%[59 µM]	-9%
COc1cccc(S(=O)(=O)N(C)C[C@H]2OCc3cnnn3CCCC(=O)N([C@H](C)CO)C[C@H]2C)c1	4	nt	-13%	nt	-4%	nt	nt	nt	-18%
CCCn1c(C)cc(/C=C(\C#N)C(=O)O)c1C	0	2%	5%	11%	-5%	3%	-24%	-27%	-9%
Cc1sc2ncnc(OCC(=O)NCC3CCCO3)c2c1C (stereo not given)	2	4%	-12%	33%	-16%	4%	-14%	-7%	-5%
CC(C)(CC(=O)O)CC(=O)N1CCCN(c2nccc(C(F)(F)F)n2)CC1	-1	-4%	-8%	52%[activator]	-1%	-1%	0%	-2%[0.501 µM]	-4%
Cc1ccc(Nc2cc(C)c(O)c(C)c2)cc1	-3	7.1µM*	-25%	50µM*	4%	-1%	40µM*	25µM*	-10%
CC(C)c1nc(SCC(=O)Nc2cccc3ccccc23)n[nH]1	-1	nt	-20%	25%	4%	0%	-5%	nt	-6%

Screening results: PubChem, National Center for Advancing Translational Sciences (NCATS)
